Screens as filed in PubChem.
USP1-UAF1 inh = USP1/UAF1 (human) deubiquitinase inhibition; recombinant USP1/UAF1, Ub-Rhodamine cleavage fluorescence; Potency, µM (titrated, usually from 57.1 µM), for inactives: top-dose activity change, negative = inhibition, usual class: inhibitors; actives 0.23% (n = 390,000); note: potency is the fitted concentration of half-maximal effect; % is set by controls: 0 for no effect and ±100 for the full control effect; nearly all actives have a fitted effect of over 60% in size; inactives centre near -12
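In this screen, compounds sit with the deubiquitinase complex (1nM) for 15 min at room temperature before Ub-Rho is added at 150nM final. Fluorescence rise is then followed for 6 reads every 60 seconds.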
RGS4 inh = human RGS4 inhibition | P49798 | Transcreener GDP fluorescence polarization, RGS4-accelerated GTP hydrolysis | Potency, µM (doses to about 114 µM), without a hit: at the highest dose activity change, negative = inhibition, usual class: inhibitors | actives 0.039% (n = 390,000) | AID 504845; note: potency is the fitted concentration of half-maximal effect; % is set by controls: 0 for no effect and ±100 for the full control effect; nearly all actives have a fitted effect of over 75% in size; some results filed as inactive show a strong effect at the top dose
Target sequence (P49798 whole entry, looked up): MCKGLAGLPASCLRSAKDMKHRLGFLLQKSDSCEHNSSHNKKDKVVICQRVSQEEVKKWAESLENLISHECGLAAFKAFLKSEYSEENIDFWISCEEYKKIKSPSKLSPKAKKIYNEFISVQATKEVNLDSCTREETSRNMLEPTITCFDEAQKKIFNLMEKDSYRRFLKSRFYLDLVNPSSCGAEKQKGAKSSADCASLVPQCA
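MLSMR compounds (23 nl, pin-transferred) preincubated 10 min at room temperature with a 500nM (2x) first reagent, then RGS4 at 900nM (2x) plus Transcreener GDP mix added; fluorescence polarization (620/688 nm) read before and after 90 min at 30 °C.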
GRP78 ERSR act = induces the endoplasmic reticulum stress response in human glioma cells | Potency, µM, for the others: at the top dose activation, most hits filed as activators | U87-MG GRP78 promoter luciferase reporter, 16 h | actives 0.02% (n = 420,000); note: potency is the fitted concentration of half-maximal effect; series mostly up to about 76 µM; % of control where 0% means no effect; nearly all actives have a fitted effect of over 35% in size
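ERSR induction read as luciferase luminescence (Bright-Glo, 10 min at room temperature) in stably transfected human U87-MG glioma cells exposed to compounds for 16 h, using GRP78 as sensor.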
LDHA inh = blocks human lactate dehydrogenase A. purified LDHA, NADH/diaphorase-resazurin fluorescence; hits give low values. activity change, % (values are at about 110 or 230 µM). actives 0.15% (n = 480,000). P00338; in the data active = activity change below about -30%; inconclusive = mostly about -25% to -30%;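 note: plate controls were DMSO wells for no effect and wells without enzyme for full effect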
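Human LDH5 (2 nM) was incubated with 0.06 mM NADH and 0.2 mM pyruvate for 5 min at room temperature in Tris pH 7.4. Remaining NADH was coupled through diaphorase/resazurin, and resorufin fluorescence was read at 0 and 20 min.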
TrxR1 substrate = rat thioredoxin reductase 1 substrate activity; O89049; purified TrxR1 substrate turnover, NADPH consumption readout; Potency, µM (titrated, usually from 114 µM), inactives show at the top dose activity change, negative = substrate turnover; actives 0.01% (n = 390,000); AID 588456; note: potency is the fitted concentration of half-maximal effect; % is set by controls: 0 for no effect and ±100 for the full control effect; nearly all actives have a fitted effect of over 50% in size
Target sequence (O89049 whole entry, looked up): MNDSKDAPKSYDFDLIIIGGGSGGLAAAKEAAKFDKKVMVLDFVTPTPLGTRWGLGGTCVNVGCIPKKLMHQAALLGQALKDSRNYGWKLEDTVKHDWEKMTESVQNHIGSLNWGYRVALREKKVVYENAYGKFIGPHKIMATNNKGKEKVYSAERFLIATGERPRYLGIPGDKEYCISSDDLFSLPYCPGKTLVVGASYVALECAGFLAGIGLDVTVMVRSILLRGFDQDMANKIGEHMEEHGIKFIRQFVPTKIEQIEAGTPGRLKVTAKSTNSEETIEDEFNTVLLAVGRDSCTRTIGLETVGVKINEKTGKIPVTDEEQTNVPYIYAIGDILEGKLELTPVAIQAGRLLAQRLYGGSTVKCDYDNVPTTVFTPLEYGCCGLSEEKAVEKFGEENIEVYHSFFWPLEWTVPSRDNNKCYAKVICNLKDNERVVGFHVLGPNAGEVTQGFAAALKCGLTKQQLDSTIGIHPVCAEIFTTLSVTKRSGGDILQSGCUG
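Rat TrxR1, dispensed at 90 nM, was prereduced with 400 uM NADPH (final) for 5 min at ~22 deg C, then incubated with compound 15 min before 400 uM selenite. A first-read NADPH fluorescence drop versus no-compound background flagged substrates.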
Vif-A3F inh = blocks the Vif interaction with APOBEC3F | Potency, µM (doses to about 46.1 µM), without a hit: at the top dose activity, negative = active | AID 602313 | actives 0.2% (n = 390,000) | HeLa A3F-eYFP + Vif (tagged APOBEC3F with the HIV-1 protein that degrades it), YFP fluorescence increase; note: potency is the fitted concentration of half-maximal effect; % of control where 0% means no effect; nearly all actives have a fitted effect of over 65% in size
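HeLa cells stably expressing Vif plus C-terminally eYFP-tagged A3F were seeded, incubated overnight at 37 deg C, dosed with compound, incubated overnight again at 37 deg C. Yellow fluorescence (Ex 488/Em 500-530) reported blocked Vif-mediated A3F-eYFP degradation.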
rTrxR1 inhibitor = blocks rat thioredoxin reductase 1; O89049; recombinant rTrxR1, NADPH fluorescence consumption, selenite substrate; Potency, µM (top dose mostly 114 µM), without a hit: at the top dose activity change, negative = inhibition, most hits filed as inhibitors; actives 1% (n = 390,000); note: potency is the fitted concentration of half-maximal effect; % is set by controls: 0 for no effect and ±100 for the full control effect; nearly all actives have a fitted effect of over 65% in size
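Rat TrxR1 (90 nM in the dispensed reagent) was pre-reduced with 400 uM NADPH for 5 min at room temperature, then incubated with compound for 15 min. After 400 uM selenite was added, NADPH fluorescence (Ex 340/Em 450 nm) was followed for 8 min.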
Vif-APOBEC3G blk = inhibitors of Vif-APOBEC3G interaction | Potency, µM (titrated, usually from 46.1 µM), inactives show at the top dose activity, negative = active, actives largely listed as inhibitors | AID 602310 | Q9HC16 | actives 0.076% (n = 410,000) | HeLa A3G-eYFP + Vif (tagged APOBEC3G with the HIV-1 protein that degrades it), YFP fluorescence, overnight;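 note: potency is the fitted concentration of half-maximal effect; % is set by controls: 0 for no effect and ±100 for the full control effect; nearly all actives have a fitted effect of over 60% in size; hits raise eYFP signal because A3G escapes Vif-driven loss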
Target sequence (Q9HC16 whole entry, looked up): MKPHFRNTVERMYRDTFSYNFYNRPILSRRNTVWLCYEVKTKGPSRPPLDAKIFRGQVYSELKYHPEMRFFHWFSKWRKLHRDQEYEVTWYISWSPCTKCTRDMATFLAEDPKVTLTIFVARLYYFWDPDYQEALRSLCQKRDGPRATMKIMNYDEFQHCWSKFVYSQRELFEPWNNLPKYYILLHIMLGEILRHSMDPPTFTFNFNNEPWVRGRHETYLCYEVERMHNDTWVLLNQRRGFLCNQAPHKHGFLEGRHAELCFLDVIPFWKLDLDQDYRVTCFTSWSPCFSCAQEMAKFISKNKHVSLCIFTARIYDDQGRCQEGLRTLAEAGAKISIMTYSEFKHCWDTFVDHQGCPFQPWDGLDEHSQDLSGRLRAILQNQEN
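Read-out is eYFP fluorescence (Ex 488/Em 500-530) from Vif-expressing HeLa A3G-eYFP cells; more signal means A3G escaped Vif-mediated degradation. Cells plated overnight, compound pinned in, incubated overnight at 37 deg C.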
IDH1 R132H inh = human IDH1 R132H inhibition; O75874; IDH1-R132H enzyme, NADPH consumption, diaphorase/resazurin fluorescence; Potency, µM (titrated, usually from 76.6 µM), inactives show at the top dose activity change, negative = inhibition, hits mostly inhibitors; actives 0.093% (n = 390,000); AID 602179; note: potency is the fitted concentration of half-maximal effect; % is set by controls: 0 for no effect and ±100 for the full control effect; nearly all actives have a fitted effect of over 65% in size
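IDH1-R132H (0.5 ug/mL) preincubated 30 min with compound, then NADPH (0.016 mM) and alpha-KG (2 mM) added; 80 min at RT, pH 7.5. Remaining NADPH coupled via diaphorase/resazurin to fluorescence (540/590 nm); concentration-response curves normalized to no-enzyme control.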
Numbers without * were called inactive; ? = inconclusive; . = not tested or not shown; [ ] = another dose, or the depositor's remark. Unless noted, calls come from the whole dose curve; as a rule, active = well fitted curve in the direction sought with a large enough effect; inconclusive = small, poorly fitted or top-dose-only effect, or another doubt; inactive = no such curve, though single readings can be large; an effect the other way counts as inactive or inconclusive.

SMILES	USP1-UAF1 inh	RGS4 inh	GRP78 ERSR act	LDHA inh	TrxR1 substrate	Vif-A3F inh	rTrxR1 inhibitor	Vif-APOBEC3G blk	IDH1 R132H inh
CCCc1cc(=O)[nH]c2nnc(SCC(=O)Nc3ccc(NC(C)=O)cc3)n12	-8%	7%	-3%	-4	-2%	3%	7%	2%	4%
CSc1nc(NCC(C)C)nc(N2CCOCC2)n1	-18%	-7%	-1%	-16	5%	-8%	11%	1%	0%
Cc1ccc(S(=O)(=O)N2CCN(c3nc(-c4cnccn4)nc4ccccc34)CC2)cc1	.	6%	.	-1	1%	.	-1%	.	.
COc1ccc(-c2nc(SCC(=O)NC3CCCCC3)n[nH]2)cc1	-19%	-6%	1%	0	-9%	-9%	3%	-1%	-8%
CSc1ncc2c(n1)-c1ccccc1N(Cc1ccc(Cl)cc1)S2(=O)=O	-19%	14%	0%	-8	7%[57.1 µM]	-3%	30%[57.1 µM]	-1%	9%
CCOC(=O)c1ccc(N2C(=O)c3n[nH]c(C)c3C2c2cccc(Br)c2)cc1 (stereo not drawn)	-21%	22%	-6%	-5	-3%	1%	28%	-10%	?
COc1ccc(C(=O)NCc2ccc(-n3cccc3)cc2)cc1OC	-13%	8%	0%	-7	2%	2%	2%	0%	-7%
COC(=O)c1ccc(NC(=O)COC(=O)c2cccc3c(=O)c(C)c(-c4ccccc4)oc23)cc1	-26%	-3%	-2%	-2	-3%[57.1 µM]	-4%	14%	0%	5%
O=C(O)/C=C/C(=O)c1ccc2c(c1)NC(=O)CO2	-17%	?	-2%	-4	-3%[57.1 µM]	-16%	2.8µM*	6%	2%
C#CCOCCOCCOCCNc1nc(N2CCN(C(=O)CCCCCCCCCCNC(=O)Cn3cc(C[C@@H](C)O)nn3)CC2)nc(N2CCN(C(=O)CCCCCCCCCCNC(=O)[C@H](CCCCN)n3cc(CCCC(=O)O)nn3)CC2)n1	-22%	?	-2%	-8	17%	7%	?	-3%	17%
COc1ccc(NC(=O)COc2ccccc2C(=O)Nc2ccccc2)cc1	.	.	-4%	0	1%	.	10%	3%	.
O=C(O)CCNS(=O)(=O)c1ccccc1Br	-9%	4%	-7%	-2	4%	0%	31%	0%	15%
Cc1ccc(Cl)c(NC(=O)CN2CCNC(=O)C2)c1Cl	-8%	2%	4%	-9	6%[57.1 µM]	-7%	5%[57.1 µM]	1%	0%
COC(=O)N(C)CCCC1(C)C(=O)N(C)c2ccc(O)cc21 (stereo not drawn)	-5%	-33%	-3%	0	-1%	-5%	5%	-10%	11%
CCn1c(SCC(=O)Nc2ccccc2-c2ccccc2)nnc1-c1ccoc1C	2%	-8%[11.4 µM]	-5%	-5	0%	2%	-7%	1%	3%
COc1ccccc1OCCNC(=O)Cc1ccc(Cl)c(Cl)c1	-14%	7%	-4%	3	9%[57.1 µM]	4%	33%[57.1 µM]	0%	3%
COc1cccc(N(C(=O)c2ccn[nH]2)C2(C(=O)Nc3c(C)cccc3C)CCCCC2)c1	-1%	-20%	-3%	-6	-7%	-14%	-2%	1%	3%
O=C(OC(C(=O)NCc1cccs1)c1ccc(F)cc1)c1ccco1 (stereo not drawn)	-17%	-15%[11.4 µM]	-2%	-1	-4%	4%	12%[57.1 µM]	5%	6%
CC(C)c1ccc(S(=O)(=O)N2CCN(CC(=O)Nc3ccc(Cl)cc3F)CC2)cc1	-20%	-2%	-1%	1	5%	-13%	23%	3%	11%
Cc1ccccc1N(CC(=O)NCC1CCCO1)C(=O)C1(C)CC(=O)N=C2C=CC=CN21 (stereo not drawn)	-18%	-17%	-3%	-2	393%[activator]	-15%	?	2%	2%
Cc1ccc(N=Nc2ccc(O)c3ncccc23)cc1	-18%	-2%	-5%	0	-4%	-16%	-6%	-21%	0%
COc1ccccc1N1CCN(C(CNC(=O)C(=O)NCCCN(C)C)c2cccnc2)CC1 (stereo not drawn)	-20%	5%	-4%	-2	2%	4%	18%	3%	7%
COc1cc([N+](=O)[O-])cc(/C=N/NC(=O)CSc2ccccn2)c1O	-20%	-19%	-9%	11	-23%	5%	-24%	-2%	1%
NC(=O)Cn1c(=O)n(Cc2ccco2)c(=O)c2c3c(sc21)CCCCC3	-5%	?	1%	3	-1%	7%	?	-1%	5%
OC1(c2ccc3c(c2)OCO3)CCN(Cc2ccccn2)CC1	-5%	23%	-3%	-9	16%	-3%	19%[57.1 µM]	3%	7%

Shown as a hit in rTrxR1 inhibitor, among the entries above:
| structure | USP1-UAF1 inh | RGS4 inh | GRP78 ERSR act | LDHA inh | TrxR1 substrate | rTrxR1 inhibitor | Vif-APOBEC3G blk |
| --- | --- | --- | --- | --- | --- | --- | --- |
| O=C(O)/C=C/C(=O)c1ccc2c(c1)NC(=O)CO2 | -17% | ? | -2% | -4 | -3%[57.1 µM] | 2.8µM* | 6% |

(more compounds)
SMILES	USP1-UAF1 inh	RGS4 inh	GRP78 ERSR act	LDHA inh	TrxR1 substrate	Vif-A3F inh	rTrxR1 inhibitor	Vif-APOBEC3G blk	IDH1 R132H inh
CN1CCN(C2CCCCC2NS(=O)(=O)c2ccccc2)CC1 (stereo not drawn)	-9%	16%[11.4 µM]	-5%	-1	3%	-3%	27%	0%	-2%
O=C(Nc1cccc(S(=O)(=O)NC2=NCCCCC2)c1)c1cc(-c2ccccc2Cl)nc2ccccc12	-26%	-19%	-3%	-8	1%[11.4 µM]	-3%	-12%[57.1 µM]	-1%	3%
O=C(CSc1ccccc1)NCCCN1CCOCC1	4%	21%	-1%	-1	-2%	8%	19%	-8%	8%
O=C(C1CCC(CNS(=O)(=O)c2ccc(Br)s2)CC1)N1CCN(c2ccc(F)cc2)CC1 (stereo not drawn)	?	-6%	-4%	-14	-7%	-13%	3%	3%	0%
Cc1ccc(S(=O)(=O)Nc2ccc3[nH]c(=O)[nH]c3c2)c(C)c1	-14%	-10%	-2%	-7	3%[57.1 µM]	11%	0%[57.1 µM]	-1%	21%
O=C(Nc1nccs1)C1(S(=O)(=O)c2ccc(Cl)cc2)CC1	5%	28%	-4%	-4	5%	-2%	14%	0%	2%
CCn1c(Cc2ccccc2)nnc1SCC(=O)Nc1nc(C)c(C)s1	-2%	-13%	-4%	-4	-3%[57.1 µM]	-2%	14%	2%	2%
O=C(OCC(=O)N1CCCC1)c1c(Cl)cccc1Cl	-22%	6%	2%	-10	-5%	-5%	2%	2%	-7%
CC(C)(O)C#Cc1ccc(CN2CCCC(CNC(=O)c3ccco3)C2)cc1 (stereo not drawn)	-3%	13%	-5%	-6	-10%	-12%	-20%	-1%	-3%
CCOc1ccc(NC(=O)Nc2cc(OCC(F)(F)F)cc(OCC(F)(F)F)c2)cc1	-2%	9%	-2%	-7	-4%	-5%	16%	1%	-2%
Cc1cc(C)cc(NC(=O)CSc2nccn2-c2ccccc2)c1	?	-15%	-3%	0	-1%[57.1 µM]	5%	8%[57.1 µM]	0%	13%
N#C/C(=C\c1ccc(-c2cc(Cl)ccc2Cl)o1)C(=O)Nc1cccc2ncccc12	.	3µM*	-13%	.	21%[57.1 µM]	.	?	.	.
CCn1cc(C(=O)Nc2ccc(OC)c(S(=O)(=O)N3CCCCC3)c2)c(=O)c2ccc(C)nc21	0%	-32%	-1%	-5	1%	-7%	15%	1%	5%
CC(C)NC(=O)CSc1ncccc1-c1nc2ccccc2[nH]1	-15%	4%	-1%	-1	3%	4%	22%	2%	8%
COc1ccc(OC)c(Nc2cc(C(=O)NCc3ccccc3)c3ccccc3n2)c1	-2%	-10%	-3%	-6	-4%	-1%	4%	-1%	15%
NS(=O)(=O)c1ccc(NC(=O)CSc2nnc3c(n2)[nH]c2ccccc23)cc1	.	-31%	.	0	3%	.	7%	.	.
Cc1ccc(OCCn2c(C)c(/C=N/n3cnnc3)c3ccccc32)cc1	-16%	9%	-9%	-2	-2%	3%	-3%	-5%	6%
CCOc1ccc(NC(=O)c2c(C)nn(-c3ccc(F)cc3)c2-n2cccc2)cc1	-19%	16%	-2%	-12	-12%	3%	-21%	0%	-19%
COc1ccc(OCC(=O)N/N=C/C(C)=C/c2ccco2)c(Br)c1	-10%	-39%	12%	9	4%	?	-15%	-21%	10%
N[C@@H](Cc1ccccc1)C(=O)N1CCC(C(=O)N[C@@H](Cc2c[nH]c3ccccc23)C(=O)O)CC1	-22%	-5%	5%	-5	4%	17%	15%	-5%	-1%
N#C/C(=C\c1ccccn1)c1ccccn1	-11%	-13%	0%	-7	-6%	7%	-32%	?	14%
Cc1ccc(-c2noc(-c3nnn(CC(=O)Nc4cc(Cl)ccc4C)c3N)n2)cc1	-9%	6%	.	2	4%	.	33%	.	.
O=C(Cn1nnc2ccccc21)OCc1ccccc1	-15%	11%	-1%	-5	-3%	-3%	21%	-1%	-3%
Cn1c(=O)c2c(n(C)c1=O)=NC1(CCCCC1)ON=2	-16%	1%[11.4 µM]	-5%	-2	12%[57.1 µM]	2%	16%[57.1 µM]	2%	2%

Some of the compounds tested; the hit share may differ from the screen's.
